DDE Tn6 FP inh = inhibitors of Tn6 peptide binding to fibrin DD(E), primary screen, biochemical, fluorescence polarization, human fibrin, Tn6 probe | Fibrinogen beta chain (Homo sapiens), P02675 | Fibrin DD(E) TRITC-Tn6 fluorescence polarization displacement | inhibition, % at 8.3 µM | 370,000 tested, 0.21% active;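 active = inhibition above a per-campaign cutoff: mean of compounds within control limits plus 3 SD, cut at about 15% in these data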;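 also: 0% = median of all compound wells on the plate and 100% = blocking peptide control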
ADAM17 inh = ADAM17 inhibitors, primary screen, biochemical, QFRET. inhibition, % at 6.95 µM. AID 720648, 2013. Disintegrin and metalloproteinase domain-containing protein 17 (Homo sapiens), P78536. recombinant ADAM17, EDANS/DABCYL FRET peptide cleavage. 370,000 tested, 0.83% active;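 active = inhibition above the mean of compounds lying between control limits plus 3 SD, set per campaign, cut at about 8.5% in these data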;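 also: 0% = DMSO-only wells as the low control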
ASAP1 GAP inh = inhibitors of human ASAP1 ArfGAP activity, primary screen, biochemical, fluorescence polarization. inhibition, % at 16.5 µM. AID 624377, 2012. ASAP1-stimulated ARF1 GTP hydrolysis, GDP FP detection. 360,000 tested, 0.19% active; in the data active = inhibition above about 25%;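 also: 0% = vehicle with enzyme and substrate and 100% = no enzyme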
PLCb3 inh = human PLC-beta3 inhibitors, primary screen, biochemical, fluorescence; AID 720704, 2013; inhibition, % at 12.2 µM; Purified PLC-beta3, fluorogenic substrate; 370,000 tested, 0.18% active; in the data active = inhibition above about 11%;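 also: 0% = median of compound wells on plate and 100% = full blocker control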
TDP2 inh = human TDP2 enzyme inhibitors, primary screen, biochemical, epi absorbance, recombinant enzyme; AID 720702, 2013; Tyrosyl-DNA phosphodiesterase 2 (Homo sapiens), O95551; inhibition, % at 12.8 µM; T5PNP hydrolysis, p-nitrophenol absorbance 415 nm; 370,000 tested, 0.34% active;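 active = inhibition above the mean of all tested compounds plus 3 SD, set per campaign, cut at about 25% in these data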;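 also: 0% = DMSO with enzyme and 100% = buffer with substrate but no TDP2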
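Assay system: recombinant human TDP2 / Reagent: T5PNP substrate at 5 mM, a TopII-DNA adduct mimic / Measured by: epi absorbance from released p-nitrophenol / Evaluation: % inhibition relative to enzyme-containing and enzyme-free wells / Control set: enzyme-free and DMSO wells / Replicates: each compound tested once, singlicate / Schedule: enzyme reaction with compound for 2 h at 37 °C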
Tn7 DDE FP = inhibitors of Tn7 peptide binding to fibrin DD(E), primary screen, biochemical, fluorescence polarization, human fibrin, Tn7 probe. Fibrinogen beta chain (Homo sapiens), P02675. FP displacement of FITC-Tn7 peptide from fibrin DD(E); 0% = median of compound wells per plate. inhibition, % at 8.3 µM. 370,000 tested, 0.13% active. AID 720508, 2013;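 active = inhibition above the mean of compounds falling within the control limits plus 3 SD of them, cut at about 14% in these data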;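 also: 0% = plate median of compound wells and 100% = 10 µM Aha-Tn7 peptide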
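Assay system: Human fibrin DD(E) protein | Medium: Tris buffer with calcium and detergent, pH 7.8 | Reagent: 0.1 µM fluorescent Tn7 | Compound dosing: Single point at 8.3 µM | Times: 10 min preincubation, 3 h with tracer, room temperature | Detection: Fluorescence polarization of the labelled Tn7 tracer | Controls: Aha-Tn7 high control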
ARFGAP1 inhibitor = inhibitors of rat ARFGAP1 GAP activity, primary screen, biochemical, fluorescence polarization, GDP tracer. ADP-ribosylation factor GTPase-activating protein 1 (Rattus norvegicus), Q62848. Arfgap1-stimulated ARF1 GTP hydrolysis, GDP FP detection. inhibition, % at 16.5 µM. 360,000 tested, 0.26% active;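 active = inhibition above a per-plate limit, mean inhibition of low control wells plus 3 SD, cut at about 25% in these data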;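 also: 0% = DMSO wells with enzyme and 100% = wells lacking Arfgap1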
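material = rat Arfgap1 catalytic domain, aa 1-136 | also added = human ARF1(Δ1-17)-GTP substrate | compound dosing = one concentration, 16.5 µM, DMSO 1.26% | times = GTP hydrolysis reaction 2 h at 25 °C | measured by = FP, GDP Alexa 633 tracer displaced from anti-GDP antibody, 620/688 nm | evaluation = percent inhibition of Arfgap1-stimulated GTP hydrolysis | replication = single well per compound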
PLCg1 inh = PLC-gamma1 enzyme inhibitors, primary screen, biochemical, fluorescence, purified enzyme; 1-phosphatidylinositol 4,5-bisphosphate phosphodiesterase gamma-1 (Homo sapiens), P19174; fluorogenic substrate; inhibition, % at 12.2 µM; 370,000 tested, 0.84% active; in the data active = inhibition above about 9.5%
Target sequence (P19174 whole entry, looked up): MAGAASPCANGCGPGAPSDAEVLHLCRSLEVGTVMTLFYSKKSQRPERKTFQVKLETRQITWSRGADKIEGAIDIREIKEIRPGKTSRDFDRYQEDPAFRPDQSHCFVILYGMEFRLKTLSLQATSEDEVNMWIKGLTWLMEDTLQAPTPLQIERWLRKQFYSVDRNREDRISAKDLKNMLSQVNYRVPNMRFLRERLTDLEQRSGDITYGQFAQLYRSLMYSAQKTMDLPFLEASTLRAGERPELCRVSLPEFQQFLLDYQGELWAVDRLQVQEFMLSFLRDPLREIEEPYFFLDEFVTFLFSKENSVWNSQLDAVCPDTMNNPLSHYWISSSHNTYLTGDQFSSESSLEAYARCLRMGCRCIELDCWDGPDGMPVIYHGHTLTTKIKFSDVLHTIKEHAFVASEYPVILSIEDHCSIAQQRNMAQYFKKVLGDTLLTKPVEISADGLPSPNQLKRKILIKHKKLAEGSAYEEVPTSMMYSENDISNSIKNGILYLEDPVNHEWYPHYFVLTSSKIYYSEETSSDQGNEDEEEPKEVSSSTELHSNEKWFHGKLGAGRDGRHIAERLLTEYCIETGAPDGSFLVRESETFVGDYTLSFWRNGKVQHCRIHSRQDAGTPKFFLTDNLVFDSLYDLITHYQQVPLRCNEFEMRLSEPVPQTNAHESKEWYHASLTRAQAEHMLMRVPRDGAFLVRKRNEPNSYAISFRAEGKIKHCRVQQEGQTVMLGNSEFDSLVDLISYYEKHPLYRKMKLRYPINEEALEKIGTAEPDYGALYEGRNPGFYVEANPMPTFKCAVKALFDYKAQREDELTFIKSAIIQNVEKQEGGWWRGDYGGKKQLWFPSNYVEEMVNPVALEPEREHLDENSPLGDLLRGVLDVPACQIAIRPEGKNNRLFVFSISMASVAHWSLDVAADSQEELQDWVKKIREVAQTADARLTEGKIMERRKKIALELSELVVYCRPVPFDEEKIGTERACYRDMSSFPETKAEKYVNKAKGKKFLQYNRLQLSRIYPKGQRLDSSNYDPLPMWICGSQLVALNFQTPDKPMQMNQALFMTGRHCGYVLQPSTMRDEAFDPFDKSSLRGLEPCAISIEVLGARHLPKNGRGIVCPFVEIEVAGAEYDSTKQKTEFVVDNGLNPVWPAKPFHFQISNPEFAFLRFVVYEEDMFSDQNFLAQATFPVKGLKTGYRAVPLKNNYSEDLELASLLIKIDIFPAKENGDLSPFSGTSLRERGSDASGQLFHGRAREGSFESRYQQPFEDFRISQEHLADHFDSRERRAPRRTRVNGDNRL
SIAE primary = human SIAE inhibitors, primary screen, biochemical, fluorescence polarization, FP-Rh probe, 1536-well HTS; AID 1053197, 2014; inhibition, % at 9.66 µM; SIAE FP-Rh probe binding; Sialate O-acetylesterase (Homo sapiens), Q9HAT2; 370,000 tested, 0.69% active;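 active = inhibition above a cutoff: mean of compounds within the control limits plus 3 SD of those, cut at about 17% in these data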;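 also: 0% = plate median of compound wells and 100% = probe without SIAE protein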
ADAM10 inh = human ADAM10 inhibitors, primary screen, biochemical, QFRET, HTS. recombinant ADAM10, EDANS/DABCYL FRET peptide cleavage, 3 h. inhibition, % at 7 µM. 370,000 tested, 0.62% active. AID 720582, 2013;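 active = inhibition above a per-campaign cutoff equal to the mean of compounds falling between control-based bounds plus 3 SD, cut at about 20% in these data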;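 also: 0% = DMSO wells while the 100% control is not disclosed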
* marks the source's active call; other numbers are inactive results; . = not tested or not shown.

The line under a structure holds: DDE Tn6 FP inh	ADAM17 inh	ASAP1 GAP inh	PLCb3 inh	TDP2 inh	Tn7 DDE FP	ARFGAP1 inhibitor	PLCg1 inh	SIAE primary	ADAM10 inh
- Cc1ccc(C2(C)NC(=O)N(CC(=O)N3CCN(S(=O)(=O)c4ccc(Cl)s4)CC3)C2=O)cc1 (stereo not given)
 : -5.1	-1.2	11.3	1.1	8.8	-0.3	4.0	1.9	1.0	-0.3
- O=C(Nc1ccccc1C(=O)N1CCOCC1)c1cccc(S(=O)(=O)N2CCCC2)c1
 : 5.0	-2.3	-5.6	2.2	8.6	1.6	-2.2	3.7	1.2	5.8
- CCC(CC)NCc1ccc(OC)cc1OC
 : 7.5	-0.6	-1.9	3.9	-17.5	-9.8	3.1	3.6	-14.5	-2.2
- O=c1[nH]c(=O)n(CCCc2ccccc2)cc1-c1ccccc1
 : -10.6	-8.1	-11.5	3.0	-16.7	5.2	-2.2	2.8	-5.5	-17.1
- Cc1cc(C(=O)CCC(=O)N(C)CC(=O)Nc2ccccc2Br)c(C)s1
 : -2.2	11.1*	4.5	-0.6	-12.9	-7.4	-10.0	5.1	-6.7	5.8
- COc1ccccc1C(=O)N=C1NC(=O)CC2C(=O)NCCN12 (stereo not given)
 : 3.5	-5.6	1.2	-7.2	-3.5	4.9	7.9	0.4	-6.8	-6.1
- Cc1ccc(-c2nnc(SCC(=O)N3CCCC3)o2)cc1
 : -3.4	-2.6	5.8	5.5	1.3	-5.0	-0.3	2.9	0.5	-3.6
- COc1ccc(NC(=O)Cn2nnc(-c3ccccc3NS(=O)(=O)c3ccc(OC)cc3)n2)cc1
 : 0.7	-1.3	9.2	1.7	12.6	-7.3	1.0	0.1	1.1	-3.3
- Cc1ccc(NC(=O)COC(=O)c2cccc3c(=O)c(C)c(-c4ccccc4)oc23)cc1
 : 1.9	0.5	-7.5	0.8	-2.4	1.3	-7.2	-2.5	-3.1	6.8
- CCN(Cc1ccccc1)C(=O)COC(=O)c1c(C)nsc1NC
 : -6.0	-3.0	5.3	-4.9	4.0	-3.8	-6.8	1.1	-3.4	1.3
- Cc1cccc(-c2cc3nc(C)c(C)c(NCCCn4ccnc4)n3n2)c1
 : 1.8	-4.5	-2.9	-49.5	-14.0	5.7	-11.8	-26.4	-3.1	-14.9
- COc1ccc(CCNC(=O)c2cc3c(=O)n4cccc(C)c4nc3n(CC3CCCO3)c2=N)cc1 (stereo not given)
 : -0.4	-70.9	-4.6	-67.5	-11.7	-5.3	10.1	-38.2	1.9	-212.8
- Cc1ccc(NC(=O)c2noc3c2CCCCC3)cc1C
 : 6.4	-2.9	22.2	0.0	-0.7	7.0	3.1	0.2	-5.6	1.0
- CCOC(=O)NC(c1ccc(C(C)C)cc1)C(Cl)(Cl)Cl (stereo not given)
 : 7.3	-1.9	-16.1	0.4	-8.6	4.4	-1.2	1.3	0.0	-2.6
- COc1ccc(-c2nn(-c3ccccc3)cc2/C=C2/SC(=S)N(Cc3ccco3)C2=O)c(C)c1
 : -4.5	1.1	-2.5	-12.4	-0.5	-1.4	7.7	-7.9	-4.6	-0.4
- COc1cc(OC)c(C2C(C(=O)N3CCOCC3)=C(C)NC3=C2C(=O)CC(C)(C)C3)cc1OC (stereo not given)
 : 17.4*	0.1	-8.4	-2.9	6.0	-1.7	-2.5	0.0	4.0	-6.4
- COc1ccc(Cl)cc1Nc1nc(N)nc(C(F)(F)F)n1
 : -9.4	-0.5	9.9	-0.5	-1.5	-0.6	-4.5	2.0	2.2	7.3
- CC1(C(=O)NCc2ccc(F)c(F)c2)Cc2c(-c3cccc(C(N)=O)c3)ccnc2O1 (stereo not given)
 : -3.4	-1.4	6.4	1.2	7.7	-2.1	-13.1	-1.1	1.5	2.5
- O=C(Nc1ccc2ccccc2c1)c1ccc(NS(=O)(=O)c2ccc(Br)s2)cc1
 : 4.4	-2.1	5.5	-10.9	-10.5	-3.2	-10.3	-5.7	-0.9	-7.0
- COc1ccc(-c2cc(C3CC3)nc(N)c2C#N)cc1
 : 5.9	-86.3	0.7	-112.4	17.8	1.4	-17.5	-91.8	6.2	-207.3
- O=C(O)c1ccc(S(=O)(=O)/N=C2\C=C(Nc3ccccc3F)C(=O)c3ccccc32)cc1
 : -2.5	1.6	-1.6	-0.3	89.1*	-5.2	-8.7	20.2*	8.1	-10.9
- Cc1cc([N+](=O)[O-])nn1CC(=O)NCc1ccc(Cl)cc1
 : -6.5	1.8	-4.9	0.9	-10.4	-4.9	4.6	2.9	-0.3	6.0
- CC(NC(=O)c1ccco1)C(=O)Nc1nccs1 (stereo not given)
 : -3.4	-1.5	0.1	4.8	4.1	-1.9	3.6	1.2	4.5	1.2
- O=C(O)c1ccc2ccc3ccccc3c2c1
 : 0.8	-1.2	-10.9	-5.0	3.8	5.6	1.4	1.0	0.7	5.1
- CCOc1cc(C(=O)Nc2nnc(S(=O)(=O)N3CCOCC3)s2)cc(OCC)c1OCC
 : 9.3	7.3	-0.3	-5.8	5.2	-2.4	-1.2	-0.4	-2.4	-5.4
- CCC1C(=O)NCCN1C(=O)c1ccc2nc(Cc3ccc(OC)cc3)oc2c1 (stereo not given)
 : 15.8*	3.0	-1.1	-4.6	2.1	-0.4	0.1	1.0	-0.2	1.9
- Cc1nn(Cc2ccc(C(=O)Nc3ccc(C(=O)OC(C)C)cc3)o2)c(C)c1Cl
 : -7.9	-0.9	14.6	-3.2	-1.5	1.8	25.9*	-0.2	-2.6	4.1
- O=C(Nc1ccc(N2CCOCC2)nc1)c1ccccc1Cl
 : 0.3	-0.9	-8.5	-3.9	-1.6	3.0	-2.6	1.7	2.9	8.3
- O=C(NNC(=O)c1ccccc1[N+](=O)[O-])c1ccc(NS(=O)(=O)c2cccs2)cc1
 : -0.5	-3.3	-1.9	-5.7	-19.2	-1.2	12.8	6.5	-0.1	-5.1
- O=C(CSc1cn(Cc2cccc(F)c2)c2ccccc12)NCc1ccc(F)cc1
 : -8.2	3.6	17.3	-1.7	-9.7	7.5	-2.7	3.4	-4.9	3.5
- CNC(=S)Nc1ccc(C)cc1
 : 2.7	-0.7	-4.3	1.3	3.9	5.7	6.4	3.1	6.0	-3.2
- Oc1ccccc1OCC(O)c1ccccc1 (stereo not given)
 : -1.1	-1.5	-1.4	-2.0	13.1	-8.2	1.6	-1.2	5.8	3.6
- O=C1c2ccccc2-c2cccc(C(=O)N3CCCCC3)c21
 : -1.6	-7.0	-5.0	-2.4	-10.5	-1.4	0.6	-1.3	-10.0	4.5
- CCN(CC)CCNC(=O)Cn1ncc2ccccc2c1=O
 : 2.3	-3.3	7.4	-8.5	-11.0	0.4	-1.5	0.7	2.4	0.5
- Cc1cccc(NCc2nc(SCC(N)=O)n[nH]2)c1
 : -1.3	-1.8	-5.0	4.3	1.6	1.4	-6.8	-2.3	-5.2	-4.3
- COc1cc(/C=N/NC(=O)CNc2n[nH]c(=O)[nH]c2=O)ccc1OCc1ccccc1
 : 5.3	-5.1	-1.6	-5.4	10.9	6.9	-2.1	0.0	0.3	-10.4
- Cc1cccc2cc(/C=C3\N=C(c4ccccc4)OC3=O)c(N3CCOCC3)nc12
 : -0.6	-4.4	2.3	-84.6	2.8	-2.9	0.2	-67.7	-8.2	-6.5
- COc1cc(SC)ccc1C(=O)Nc1cccc(S(=O)(=O)NC2=NCCC2)c1
 : -2.9	-2.3	-1.0	-9.3	-10.4	-1.2	5.1	-4.4	-3.8	-10.2
- Cc1cccc(NS(=O)(=O)c2ccc(C3CCCCC3)cc2)c1
 : -3.7	16.2*	9.2	4.2	-17.5	-0.4	-1.7	5.7	-33.2	32.0*
- COC(=O)C1CN(C2CC2)CCS(=O)(=O)N1Cc1cn(Cc2ccc(OC)cc2)nn1 (stereo not given)
 : 8.3	2.2	.	0.9	-3.6	-0.7	.	1.3	4.0	3.7

Part of the list above, with the structure last:
DDE Tn6 FP inh | ADAM17 inh | ASAP1 GAP inh | PLCb3 inh | TDP2 inh | Tn7 DDE FP | ARFGAP1 inhibitor | PLCg1 inh | SIAE primary | ADAM10 inh | SMILES
3.5 | -5.6 | 1.2 | -7.2 | -3.5 | 4.9 | 7.9 | 0.4 | -6.8 | -6.1 | COc1ccccc1C(=O)N=C1NC(=O)CC2C(=O)NCCN12 (stereo not given)
-3.4 | -2.6 | 5.8 | 5.5 | 1.3 | -5.0 | -0.3 | 2.9 | 0.5 | -3.6 | Cc1ccc(-c2nnc(SCC(=O)N3CCCC3)o2)cc1
0.7 | -1.3 | 9.2 | 1.7 | 12.6 | -7.3 | 1.0 | 0.1 | 1.1 | -3.3 | COc1ccc(NC(=O)Cn2nnc(-c3ccccc3NS(=O)(=O)c3ccc(OC)cc3)n2)cc1
1.9 | 0.5 | -7.5 | 0.8 | -2.4 | 1.3 | -7.2 | -2.5 | -3.1 | 6.8 | Cc1ccc(NC(=O)COC(=O)c2cccc3c(=O)c(C)c(-c4ccccc4)oc23)cc1
-6.0 | -3.0 | 5.3 | -4.9 | 4.0 | -3.8 | -6.8 | 1.1 | -3.4 | 1.3 | CCN(Cc1ccccc1)C(=O)COC(=O)c1c(C)nsc1NC
1.8 | -4.5 | -2.9 | -49.5 | -14.0 | 5.7 | -11.8 | -26.4 | -3.1 | -14.9 | Cc1cccc(-c2cc3nc(C)c(C)c(NCCCn4ccnc4)n3n2)c1
-0.4 | -70.9 | -4.6 | -67.5 | -11.7 | -5.3 | 10.1 | -38.2 | 1.9 | -212.8 | COc1ccc(CCNC(=O)c2cc3c(=O)n4cccc(C)c4nc3n(CC3CCCO3)c2=N)cc1 (stereo not given)

Rows were taken by chance; overall some 3.6% were active at least once.
